Screens deposited in PubChem BioAssay by several laboratories.
TRPC4 act – opens the mouse TRPC4 cation channel; Q9QUQ5; HEK293 TRPC4beta/mu-opioid, Fluo4 calcium fluorescence; active compounds read high; B-score at 10 µM; 310,000 tested, 0.49% active; AID 2237;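 active means B-score above 5 SD of library B-scores, and initial fluorescence ratio not above library mean plus 5 SD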;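 further: positive B-score marks a calcium rise read as TRPC4 activation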
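Incubation: 45 min room-temperature Fluo4 loading, 110 s read / System: HEK293 cells stably co-expressing mouse TRPC4beta and mu-opioid receptor / Signal: Fluo4 fluorescence, kinetic / Control set: buffer (low) and maximal DAMGO (high) / Measure: integrated baseline-normalised fluorescence ratio, converted to per-well B score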
PolyA inh – inhibitors of polyadenylation in S. cerevisiae; S. cerevisiae SKY197-pL101 polyadenylation reporter, beta-gal luminescence; efflux-impaired pdr1/pdr3 knockout yeast; score 100 = 6 SD above DMSO; calls only at 12 µM; 300,000 tested, 0.02% active;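 active means lowest replicate activity score at least 50, where 100 means six control SD above control mean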;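 further: yeast exposed to compound for 9 h at 30 °C; higher score means more reporter readthrough which indicates perturbed polyadenylation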
TRPC4 potent – TRPC4 (mouse) allosteric potentiation | Q9QUQ5 | HEK293 TRPC4beta/mu-opioid, DAMGO EC20, Fluo-4 Ca2+ flux; active compounds read high | B-score at 10 µM | 310,000 tested, 0.42% active;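 active means B-score of calcium response area above 5 SD of library B-scores, with initial fluorescence ratio within 5 SD of library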;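 further: B-score of integrated fluorescence ratio over time as area under calcium response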
AI-2 QS modul – modulates the Vibrio harveyi AI-2 quorum sensing system. Vibrio harveyi JMH597 AI-2 luminescence/OD600 ratio, 9 h; active compounds read low; strain lacks LuxN and CqsS sensors; 0 = neutral-control median. activity change, % at 7.5 µM. 300,000 tested, 0.4% active; in the data active means activity change below about -75%, passing the limit was not always enough;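 further: luminescence divided by OD600 gain over 9 h not by final OD600 alone; inactives centre near 13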
TRPC6 inh – blocks the mouse TRPC6 cation channel | HEK293-TRPC6, membrane potential dye, ACh-evoked depolarization; active compounds read low | B-score at 10 µM | 310,000 tested, 1.1% active;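 active means B-score under library mean minus 3 SD, initial fluorescence not abnormally high, positive integrated signal ratio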;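 further: B-score derived from integrated fluorescence ratio over the kinetic read; more negative B-score means stronger inhibition of depolarization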
Target sequence (Q61143 whole entry, looked up): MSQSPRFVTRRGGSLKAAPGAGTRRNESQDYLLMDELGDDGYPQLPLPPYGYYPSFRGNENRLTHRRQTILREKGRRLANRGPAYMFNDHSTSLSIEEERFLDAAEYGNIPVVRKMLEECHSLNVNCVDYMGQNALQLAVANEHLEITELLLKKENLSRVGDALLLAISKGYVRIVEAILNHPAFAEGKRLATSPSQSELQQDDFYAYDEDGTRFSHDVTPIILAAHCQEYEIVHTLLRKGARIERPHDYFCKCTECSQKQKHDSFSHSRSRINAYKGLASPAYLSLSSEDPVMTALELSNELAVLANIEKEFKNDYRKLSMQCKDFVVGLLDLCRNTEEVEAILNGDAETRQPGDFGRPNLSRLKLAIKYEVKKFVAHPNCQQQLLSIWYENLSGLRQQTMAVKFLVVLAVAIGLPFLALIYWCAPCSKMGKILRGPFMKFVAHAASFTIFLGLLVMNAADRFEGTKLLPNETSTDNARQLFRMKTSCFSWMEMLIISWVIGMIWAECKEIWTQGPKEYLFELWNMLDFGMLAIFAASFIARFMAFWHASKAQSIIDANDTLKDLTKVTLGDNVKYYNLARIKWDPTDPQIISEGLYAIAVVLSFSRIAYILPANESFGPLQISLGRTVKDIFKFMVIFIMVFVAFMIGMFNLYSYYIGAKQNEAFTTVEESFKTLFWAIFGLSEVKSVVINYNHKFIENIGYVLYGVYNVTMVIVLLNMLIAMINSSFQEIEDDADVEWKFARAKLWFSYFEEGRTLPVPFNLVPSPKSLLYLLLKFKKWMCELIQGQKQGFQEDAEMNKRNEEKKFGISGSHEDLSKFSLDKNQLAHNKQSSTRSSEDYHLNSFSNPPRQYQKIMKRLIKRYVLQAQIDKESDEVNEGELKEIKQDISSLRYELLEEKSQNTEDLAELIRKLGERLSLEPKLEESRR
MrgX1 agonist – activates human MrgX1 receptor signaling. Q96LB2. MrgX1-HEK293 cells, Fluo-4 calcium fluorescence, agonist mode; active compounds read high. B-score at 10 µM. 310,000 tested, 0.44% active;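 active means calcium response B-score plate-corrected fluorescence ratio at least 3 library SD, with starting fluorescence B-score inside 5 SD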
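System: HEK293 cells stably expressing human MrgX1 receptor; Dosing: test compound in the initial addition of three; Schedule: overnight plating, then 30 min 37 °C plus 30 min room-temperature dye loading; Detection: kinetic calcium dye fluorescence, Fluo-4 NW; Controls: per-plate positive and negative controls for Z′ factor.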
TRPC4 inh – inhibitors of mouse TRPC4 channel; B-score at 10 µM; HEK293 TRPC4beta/mu-opioid, DAMGO-evoked Fluo4 calcium flux; active compounds read low; Q9QUQ5; AID 2247; 300,000 tested, 0.39% active;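 active means B-score over 3 SD under the library average, no early fluorescence shift, positive overall ratio signal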
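Material: HEK293 cells with stable TRPC4beta plus mu-opioid receptor expression; probe or stimulus: DAMGO in two steps, submaximal then maximal; technique: Fluo4 calcium fluorescence by kinetic imaging, 5 s 1 Hz baseline; measure: integrated fluorescence ratio relative to baseline, converted to per-well B score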
TRPC6 activator – activates the mouse TRPC6 cation channel; AID 2550; 310,000 tested, 0.13% active; Q61143; HEK293-TRPC6 membrane potential dye fluorescence; active compounds read high; B-score at 10 µM;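 active means B-score of the integrated fluorescence ratio above library mean plus 3 SD, and starting fluorescence ratio within library mean plus 5 SD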;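 further: higher score means more depolarization so channel activation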
HIF activator – HIF pathway transcriptional activation | 300,000 tested, 0.32% active | U2OS HRE-luciferase reporter, luminescence; normalized: DMSO 0%, desferrioxamine 100% | AID 1910 | activation, % at 7.5 µM (by protocol);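 active means mean activation of at least 10% of the iron chelator positive control signal, with at least half of replicates also reaching 10%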
MrgX1 antagonist – antagonists of human MrgX1 receptor; MRGX1-HEK293 calcium flux, Fluo-4, BAM8-22 antagonism; active compounds read low; B-score at 10 µM; 310,000 tested, 1.3% active;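 active means calcium-response B-score plate-corrected more than 3 library SD below zero, starting fluorescence within 5 deviations, no agonist response on first addition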;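 further: peak minus trough fluorescence over baseline after final BAM8-22 challenge near maximal dose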
MrgX1 allo act – human MrgX1 positive allosteric modulation, primary screen. 310,000 tested, 0.63% active. MrgX1-HEK293, Fluo-4 calcium flux, FDSS; active compounds read high. B-score at 10 µM;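 active means plate-corrected calcium response at least 3 library SD above typical, normal starting fluorescence, not activating the receptor alone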;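 further: compound read alongside a low EC10 to EC30 dose of BAM8-22 agonist; peak minus trough fluorescence over baseline measured at the second addition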
Starred values were filed as active, the others as inactive; i = inactive; . = not tested or not shown.

SMILES | TRPC4 act | PolyA inh | TRPC4 potent | AI-2 QS modul | TRPC6 inh | MrgX1 agonist | TRPC4 inh | TRPC6 activator | HIF activator | MrgX1 antagonist | MrgX1 allo act
COCCNC(=O)c1cnn2c(C(F)F)cc(-c3ccc(C)cc3)nc12 | i | i | i | 7 | i | i | i | i | 0.0 | i | i
CCOCc1cc(CN2CCC(CCC(=O)NC3CC3)CC2)ccc1OC | i | i | i | 8 | i | i | i | i | 1.5 | i | i
O=C(CN(Cc1ccc(F)cc1)C(=O)CCC(=O)Nc1nccs1)NCC1CCCO1 (configuration not stated) | i | i | i | 20 | i | i | i | i | 31* | i | i
Cc1nc2ccccn2c1C(=O)c1ccccc1 | i | i | i | 13 | i | i | i | i | -0.4 | i | i
CC(C)OC(=O)c1cccc(C(=O)Oc2ccc(Br)cc2)n1 | i | i | i | 4 | i | i | i | i | . | i | i
O=C(O)CCCC(=O)Nc1c(F)c(F)c(F)c(F)c1F | i | i | i | -2 | i | i | i | i | -0.1 | i | i
Cc1ccc(NC2CCCN(C(=O)c3cccnc3)C2)cc1C (configuration not stated) | i | i | i | 23 | i | i | i | i | 0.0 | i | i
CCN(Cc1nc(-c2ccc(OC)c(OC)c2)no1)C(=O)c1ccc2c(c1)OCO2 | i | i | i | 30 | i | i | i | i | -0.2 | i | i
O=C(Nc1ccc(N2CCOCC2)c(Cl)c1)c1ccc(Br)o1 | i | i | i | -8 | i | i | i | i | 2.8 | i | i
CC(=O)Nc1ccc(C2=NN(C)C(=NCc3ccccc3)SC2)cc1 | i | i | i | 22 | i | i | i | i | 0.2 | i | 7.7*

Record cards, as listed above. Order of screens: TRPC4 act, PolyA inh, TRPC4 potent, AI-2 QS modul, TRPC6 inh, MrgX1 agonist, TRPC4 inh, TRPC6 activator, HIF activator, MrgX1 antagonist, MrgX1 allo act
O=C(CN(Cc1ccc(F)cc1)C(=O)CCC(=O)Nc1nccs1)NCC1CCCO1 (configuration not stated) as listed: i, i, i, 20, i, i, i, i, 31*, i, i
CCN(Cc1nc(-c2ccc(OC)c(OC)c2)no1)C(=O)c1ccc2c(c1)OCO2 as listed: i, i, i, 30, i, i, i, i, -0.2, i, i

New compounds follow.
SMILES | TRPC4 act | PolyA inh | TRPC4 potent | AI-2 QS modul | TRPC6 inh | MrgX1 agonist | TRPC4 inh | TRPC6 activator | HIF activator | MrgX1 antagonist | MrgX1 allo act
CCN(CC)CCNC(=O)c1ccc(Cl)c(S(=O)(=O)Nc2ccc(Cl)cc2)c1 | i | i | i | 14 | i | i | i | i | -0.9 | i | i
Cc1cc(N2CCN(C)CC2)nc2ccc(NC(=S)N3CCN(c4ccc(F)cc4)CC3)cc12 | i | i | i | 41 | i | i | i | i | -0.5 | i | i
CN(Cc1ccccc1NS(=O)(=O)c1ccc2ccccc2c1)C1CCCCC1 | i | i | i | 24 | i | i | i | i | -0.9 | i | i
Cc1ccc(/C=C/C(=O)NCC2COc3ccccc3O2)o1 (configuration not stated) | i | i | i | 13 | i | i | i | i | -0.5 | i | i
Cc1ccc(NC(=O)C(=O)NCC2CCCN2S(=O)(=O)c2cccs2)c(C)c1 (configuration not stated) | i | i | i | 19 | i | i | i | i | 0.3 | i | i
CSCCC1NC(=O)N(CC(=O)Nc2ccc(-c3ccccc3)cc2)C1=O (configuration not stated) | i | i | i | -83* | i | i | i | i | 0.9 | i | i
COc1ccc(C(=O)N2CCN(c3nnnn3-c3ccccc3)CC2)cc1OC | i | i | i | 12 | i | i | i | i | -0.2 | i | i
CCCN1CCN(C(=O)C2CCCN(c3ncnc4c3nc3n4CCCCC3)C2)CC1 (configuration not stated) | i | i | i | 4 | i | i | i | i | -0.4 | i | i
O=C(O)Cn1cc(C(=O)C(F)(F)F)c2ccccc21 | i | i | i | 9 | i | i | i | i | -0.1 | i | i
CC[C@H](C)C1NC(=O)[C@H](CC(=O)O)NC(=O)c2cc([N+](=O)[O-])cc(I)c2NCCC(C(N)=O)NC1=O (some centres not stated) | i | . | i | 19 | i | i | i | i | 0.4 | i | i
COc1ccccc1C(CNC(=O)c1cccc(S(=O)(=O)Nc2ccc(C)cc2)c1)N1CCCC1 (configuration not stated) | i | i | i | 23 | i | i | i | i | -0.3 | i | i
Cn1c(CNc2ccc(Br)cc2)nc2ccccc21 | i | i | i | 10 | i | i | i | i | 5.0 | i | i
CCN(CC)S(=O)(=O)c1cc(NC(=O)C2=COCCO2)ccc1Cl | i | i | i | 32 | i | i | i | i | -0.8 | i | i
Cc1n[nH]c(=O)nc1N/N=C/c1cccs1 | i | i | i | 6 | i | i | i | i | 0.5 | i | i
COCC(=O)N(C)c1nnc(-c2ccccn2)s1 | i | i | i | 10 | i | i | i | i | 2.6 | i | i
CCCCCCOc1ccc(N2C(=O)CC(N3CCC(C(=O)OCC)CC3)C2=O)cc1 (configuration not stated) | i | i | i | 7 | i | i | i | i | 0.0 | i | i
Cc1ccc(OCCn2cc(C(=S)N3CCCC3)c3ccccc32)cc1C | i | i | i | 1 | i | i | i | i | -0.8 | i | i
CCN(CC)c1nc2c(c(=O)[nH]c(=O)n2C)n1Cc1ccccc1 | i | i | i | 4 | i | i | i | i | 1.2 | i | i
CCn1nnnc1SCC(=O)Nc1nc(C)c(C)s1 | i | i | i | 4 | i | i | i | i | 1.9 | i | i
O=C1c2ccccc2C(O)(c2ccccc2)N1CCc1ccccc1 (configuration not stated) | i | i | i | 19 | i | i | i | i | -0.6 | i | i
O=C(O)COCC(=O)Nc1ccc(-n2nc(C(F)(F)F)cc2-c2cccs2)cc1 | i | i | i | 4 | i | i | i | i | -0.3 | i | i
Cc1cc(C)cc(N(C(=O)C2CCCC2)C2C=CS(=O)(=O)C2)c1 (configuration not stated) | i | i | i | 1 | i | i | i | i | -0.1 | i | i
CCN(CC)C(=O)CC(c1ccc(N(C)C)cc1)c1c(OC)cc(OC)c2c(-c3ccccc3)cc(=O)oc12 (configuration not stated) | i | i | i | 22 | i | i | i | i | 0.4 | i | i
C/C(=N\NC(=S)NCc1ccccc1)c1ccco1 | i | i | i | -1 | i | i | i | i | 2.2 | i | 8.1*
CCN(CC)Cc1c(O)ccc2c([N+](=O)[O-])c(C)n(-c3ccc(OC)cc3)c12 | i | i | i | 5 | i | i | i | i | 1.5 | i | i
OC1CCN(C(=S)NCCc2ccccc2)CC1 | i | i | i | 10 | i | i | i | i | -0.3 | i | i
COc1ccc(-c2cc(C(=O)Nc3cc(OC)c(OC)c(OC)c3)no2)cc1OC | i | i | i | 43 | i | i | i | i | 0.4 | i | i
COc1ccc(C(=O)Nn2c(SCc3ccc([N+](=O)[O-])cc3)nc3ccccc3c2=O)cc1 | i | i | i | -1 | i | i | i | i | -0.2 | i | i
CCCCC(=O)Nc1ccc2c(c1)nc1n2CCN(CCOC)C1 | i | i | i | 18 | i | . | i | i | 0.0 | . | .
CCc1ccc(NC(=O)Cc2cn(C)c3ccccc23)cc1 | i | i | i | -4 | i | i | i | i | 1.5 | i | i
C/C(=N\OCC(=O)OCC(=O)N(Cc1ccccc1)C(C)(C)C)c1ccc2c(c1)OCO2 | i | i | i | 2 | i | i | i | i | 1.9 | i | i
CC1Cc2cc(/C(O)=C3/C(=O)C(=O)N(CCCn4ccnc4)C3c3cccnc3)ccc2O1 (configuration not stated) | i | i | i | 21 | i | i | i | i | 0.0 | i | i
O=C(CCc1ccccc1)Nc1ccccc1C(=O)N1CCOCC1 | i | i | i | 8 | i | i | i | i | . | i | i
COc1ccc(CNC(=O)C(c2ccncc2)N(C(=O)Cc2cccs2)c2cccnc2)cc1 (configuration not stated) | i | i | i | 17 | i | i | i | i | 0.0 | i | i
CC(=O)c1cccc(NC(=O)/C(=C\c2ccco2)NC(=O)c2cccs2)c1 | i | i | i | 9 | i | i | i | i | 0.1 | i | i
CCOC(=O)c1[nH]ncc1CN1CCCC(C(=O)c2ccc(C(C)(C)C)cc2)C1 (configuration not stated) | i | i | i | 40 | i | i | i | i | -0.2 | i | i
CC(=O)N1CC(C)Sc2ccc(S(=O)(=O)NCc3ccc(Cl)cc3)cc21 (configuration not stated) | i | i | i | 11 | i | i | i | i | 0.3 | i | i
CCOc1cc(NC(=S)NCc2ccco2)c(OCC)cc1NC(=O)c1ccco1 | i | i | i | 26 | i | i | i | i | -1.5 | i | i
CCOC(=O)c1c(C)[nH]c(C(=O)COC(=O)CNC(=O)c2ccc(Cl)cc2Cl)c1C | i | i | i | 15 | i | i | i | i | -0.2 | i | i
CCCCN(CC)CCNC(=O)c1cc2c(=O)[nH]c3ccc(C)cc3c2s1 | i | i | i | 14 | -6.3* | i | i | i | -1.5 | i | i
NC(=O)CCc1nc2cc(C(F)(F)F)ccc2n(Cc2ccccc2)c1=O | i | i | i | 18 | i | i | i | i | 0.3 | i | i
C=CCn1c(-c2csc(-c3ccccc3)n2)n[nH]c1=S | i | i | i | 21 | i | i | i | i | 0.1 | i | i
CC(=O)Nc1cccc(CP(=O)(c2ccccc2)c2ccccc2)c1 | i | i | i | 14 | i | i | i | i | -0.5 | i | i
COc1ccc(OCC(=O)Nc2ccc(N3CCN(C(=O)c4ccccc4C)CC3)cc2)cc1 | i | i | i | 24 | i | i | i | i | 0.0 | i | i
CC(=O)NS(=O)(=O)c1ccc(NC(=O)CSc2ccccc2)cc1 | i | i | i | 13 | i | i | i | i | 0.3 | i | i
COC(=O)CCNS(=O)(=O)c1ccc2ccccc2c1 | i | i | i | 20 | i | i | i | i | -0.9 | i | i
Cc1cc(C)n(-c2cc(N3CCN(S(=O)(=O)c4ccc(Cl)cc4)CC3)ccc2[N+](=O)[O-])n1 | i | i | i | -5 | i | i | i | i | 0.1 | i | i
CC(=O)N1CCc2cc(S(=O)(=O)NCCC(=O)NCCc3ccc(Cl)cc3)ccc21 | i | i | i | 12 | i | i | i | i | -0.7 | i | i
Cc1cc(C)n(CCOc2nonc2N)n1 | i | i | i | 30 | i | i | i | i | 0.1 | i | i
COCCOc1ccc(C(F)(F)F)cc1Nc1nc2ccccc2o1 | i | i | i | 2 | i | i | i | i | -4.4 | i | i
COC(=O)CCC/C=C1/SCC(NC(=O)c2ccccc2)C1NC(C)=O (configuration not stated) | i | i | i | 35 | i | i | i | i | -43 | i | i

These rows are one share of the data (hit frequency here may not be typical).
